SRC3 inh = inhibits human SRC3 coactivator; inhibition, % at 3.6 µM; 360,000 compounds, 0.17% hits; AID 588352; HEK293 GAL4-SRC3 luciferase reporter, luminescence;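 active = inhibition above a per-campaign cutoff, the mean of all compounds plus 3 SD, cut at about 60% in these data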;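 also: 0% = DMSO-treated cells and 100% = gossypol-treated cells at 36 µM; higher means less SRC3-driven luciferase light from the GAL4 reporter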
COUP-TFII inh = blocks human COUP-TFII nuclear receptor. P24468. HEK293T NGFI-A luciferase reporter, luminescence. inhibition, % at 8.6 µM. 370,000 compounds, 0.7% hits. AID 686940;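 active = inhibition above a per-plate cutoff, mean inhibition of test wells between control levels plus 3 SD, cut at about 38% in these data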;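 also: cells cotransfected with COUP-TFII expression vector driving the NGFI-A reporter; 0% = median of COUP-TF2 test wells and 100% = reporter-only cells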
Target sequence (P24468 whole entry, looked up): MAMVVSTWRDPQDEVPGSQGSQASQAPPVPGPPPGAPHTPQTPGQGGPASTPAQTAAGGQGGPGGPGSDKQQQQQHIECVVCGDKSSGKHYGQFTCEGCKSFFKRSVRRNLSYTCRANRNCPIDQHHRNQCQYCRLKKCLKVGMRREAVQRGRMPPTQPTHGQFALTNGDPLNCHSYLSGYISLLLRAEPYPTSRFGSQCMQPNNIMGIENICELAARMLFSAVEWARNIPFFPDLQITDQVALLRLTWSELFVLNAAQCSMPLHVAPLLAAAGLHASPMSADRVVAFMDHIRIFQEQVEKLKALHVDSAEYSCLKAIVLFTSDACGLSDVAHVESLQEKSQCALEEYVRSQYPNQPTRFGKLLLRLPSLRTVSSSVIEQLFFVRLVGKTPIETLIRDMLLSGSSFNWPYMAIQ
NOD2 RIPK2 PPI = NOD2-RIPK2 protein interaction inhibition; CHO BLA complementation NOD2-RIPK2, CCF4 ratio; inhibition, % at 4.98 µM; 360,000 compounds, 0.38% hits; AID 624267; in the data active = inhibition above about 21%;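 also: 0% = vehicle only and 100% = reference blocker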
Target sequence (O43353 whole entry, looked up): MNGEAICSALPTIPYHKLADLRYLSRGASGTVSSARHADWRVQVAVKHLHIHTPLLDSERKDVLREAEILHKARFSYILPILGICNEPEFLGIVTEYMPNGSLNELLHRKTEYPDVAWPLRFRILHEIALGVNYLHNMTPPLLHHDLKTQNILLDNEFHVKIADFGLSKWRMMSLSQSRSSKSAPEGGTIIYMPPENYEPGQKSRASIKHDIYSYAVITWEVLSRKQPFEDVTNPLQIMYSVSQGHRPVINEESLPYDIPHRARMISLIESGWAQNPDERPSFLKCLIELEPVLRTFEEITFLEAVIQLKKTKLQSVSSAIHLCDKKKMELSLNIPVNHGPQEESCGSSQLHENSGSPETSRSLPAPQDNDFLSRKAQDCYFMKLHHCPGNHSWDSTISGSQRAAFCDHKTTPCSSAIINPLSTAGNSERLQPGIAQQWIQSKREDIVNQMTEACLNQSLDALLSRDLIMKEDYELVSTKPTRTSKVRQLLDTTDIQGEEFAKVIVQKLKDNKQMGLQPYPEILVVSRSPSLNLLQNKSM
LRH-1 inv ag = NR5A2 inverse agonism in reporter assay; O00482; HEK293T StAR-luciferase reporter, LRH-1 transfected, 24 h; inhibition, % at 3.6 µM; 360,000 compounds, 0.13% hits;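 active = inhibition above the mean inhibition of all tested compounds plus 3 SD, cut at about 73% in these data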;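 also: 0% = DMSO wells and 100% = reporter-only cells lacking LRH-1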
NCOA1 inh = inhibits human SRC1 coactivator | inhibition, % at 3.6 µM | 360,000 compounds, 0.12% hits | Q15788 | HEK293 GAL4-SRC1 luciferase reporter, luminescence | AID 588354;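 active = inhibition above the campaign mean plus 3 SD, with each screening campaign given its own cutoff, cut at about 60% in these data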;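 also: 0% = DMSO treated cells and 100% = gossypol at 36 µM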
SRC2 inh = inhibits human steroid receptor coactivator 2; AID 651957; Q15596; HEK293 GAL4-SRC2 luciferase reporter, luminescence; 370,000 compounds, 0.17% hits; inhibition, % at 9 µM;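 active = inhibition above the mean inhibition of all tested compounds plus 3 SD, set per campaign, cut at about 52% in these data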;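 also: 0% = DMSO treated cells and 100% = cells given Gossypol at 36 µM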
TLR9-MyD88 block = inhibitors of human TLR9-MyD88 binding; CHO BLA complementation TLR9-MyD88, CCF4 FRET ratio; inhibition, % at 4.98 µM; 340,000 compounds, 0.21% hits; AID 504734;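 active = inhibition above the mean over all tested compounds plus 3 SD, cut at about 21% in these data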;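 also: 0% = DMSO only wells and 100% = clavulanate BLA inhibitor control wells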
TWEAK Fn14 block = inhibitors of TWEAK-Fn14 interaction signaling; inhibition, % at 10 µM; TWEAK-stimulated Fn14 reporter cells, luciferase luminescence, 8 h; 360,000 compounds, 2% hits; in the data active = inhibition above about 50%
Granule exo inh = blocks lytic granule exocytosis | TALL-104 LAMP-1 surface exposure, flow cytometry; cells stimulated with thapsigargin and PMA | inhibition, % at 10 µM | 360,000 compounds, 0.66% hits;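 active = inhibition above about 55%, limit read from the data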
ABHD5 PLIN5 PPI = blocks binding of human ABHD5 to perilipin-5; Q00G26+Q8WTS1; Split G. princeps luciferase complementation, luminescence, 4 h; inhibition, % at 4 µM; 360,000 compounds, 0.78% hits;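 active = inhibition above the mean inhibition across every tested compound plus 3 SD, cut at about 22% in these data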;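 also: 0% = DMSO only wells and the 100% control is not disclosed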
TROY signal inh = blocks TROY-dependent signaling in reporter cells. Q293 LMP1-TROYcd NF-kB luciferase reporter, 4 h. inhibition, % at 10 µM. 360,000 compounds, 0.98% hits;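 active = compounds whose plate-normalised and pattern-corrected inhibition of the luciferase reporter signal at the single screening dose is 50% or more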
* marks the source's active call; other numbers are inactive results; nt = not tested or not shown.

SMILES	SRC3 inh	COUP-TFII inh	NOD2 RIPK2 PPI	LRH-1 inv ag	NCOA1 inh	SRC2 inh	TLR9-MyD88 block	TWEAK Fn14 block	Granule exo inh	ABHD5 PLIN5 PPI	TROY signal inh
S=C(NCc1ccco1)N1CCN(c2ccccn2)CC1	8.4	-12.5	-3.6	0.1	-8.8	5.5	-2.6	11.5	-0.9	0.0	3.8
Cc1ccc2cc(COC(=O)C3CCCO3)c(=O)[nH]c2c1 (stereo not given)	4.8	5.8	3.6	-4.1	-6.8	-27.2	1.8	-8.2	-5.4	6.0	-10.6
N#C/C(=C\C=C\c1ccccc1)C(=O)NCc1ccco1	6.4	-6.6	5.2	-4.1	-23.8	-5.6	9.5	-4.1	-0.7	6.9	10.3
O=C(COC(=O)c1ccc(OC(F)F)cc1)NC(=O)NC1CCCC1	17.9	8.4	3.5	4.2	-26.8	4.7	3.1	1.8	1.3	5.7	0.9
CCOc1ccc(C(C(=O)NCC2CCCO2)N(C(=O)c2snc(C(N)=O)c2N)c2ccccc2F)cc1 (stereo not given)	3.3	3.1	0.4	0.0	18.2	24.0	-3.8	57.1*	2.0	0.1	15.1
O=C(N1CCOCC1)N1CCN(c2nc(-c3ccccc3)cs2)CC1	-33.0	0.1	-6.7	-35.7	-44.5	-20.3	-1.8	-18.4	-6.7	-2.4	-4.0
Cc1onc(-c2ccccc2)c1C(=O)N/N=C/C=C/c1ccccc1	2.4	9.5	1.3	-5.9	-9.6	22.1	nt	-0.1	1.0	-10.9	7.8
COc1ccc(OC)c(NC(=O)C2CCCN2S(=O)(=O)c2ccc3c(c2)CC(C)N3C(C)=O)c1 (stereo not given)	0.8	0.5	-4.1	3.7	-4.4	-17.9	0.3	-20.4	-1.2	-4.8	-2.9
O=C(Nc1nnc(-c2ccc(F)cc2)o1)c1cc(Cl)sc1Cl	9.5	-3.7	-6.6	9.9	-4.0	9.7	-2.9	-110.4	1.1	15.9	-40.3
S=C(NC1CCCCC1)N1CCN(Cc2ccccc2)CC1	-8.1	-3.6	8.1	-29.6	-1.1	2.6	9.4	3.5	-2.4	-1.3	-24.7
Cn1cc([N+](=O)[O-])c(C(=O)Nc2ccc(C3CCCCC3)cc2)n1	-47.4	-32.5	-2.3	-52.1	-68.8	-3.1	-0.6	0.4	12.4	-6.9	-40.1
CCN(c1ccc(NC(=O)CSCc2c(C)noc2C)cc1)C(C)C	17.8	-1.0	-0.8	1.4	-6.3	24.5	2.8	8.9	-1.0	-6.7	6.2
COc1ccc(C)cc1N(CC(=O)O)S(=O)(=O)c1ccc(C)cc1	15.8	7.8	-4.0	-5.1	-9.9	8.2	2.9	6.6	-3.3	2.6	-16.1
COc1cc(C(=O)OCC(=O)NC(=O)NC2CCCCC2)cc(Cl)c1OC	1.6	-6.4	-2.4	-5.5	8.2	11.1	6.1	-4.9	8.4	-8.8	3.3
COc1ccc(C2c3ccc(O)cc3Oc3ncn4nc(-c5ccco5)nc4c32)cc1OC (stereo not given)	-6.5	-10.1	2.6	5.3	-11.2	-24.7	10.1	0.4	3.4	6.0	14.9
O=C(Nc1cc(Cl)ccc1Cl)c1ccc(OC(=O)c2ccco2)cc1	-22.0	-0.8	0.3	-5.3	3.8	-4.4	9.3	20.7	-1.6	-3.7	-5.4
c1cncc(-c2noc(C34CC5CC(CC(C5)C3)C4)n2)c1	-30.5	-25.7	4.7	-19.5	-34.8	10.4	1.0	-18.8	-2.2	-8.2	-37.8
O=C(NC1CCCC1)C(c1ccc(F)cc1)N(C(=O)c1csnn1)c1ccccc1F (stereo not given)	-16.4	0.6	-5.2	-5.4	15.2	-5.5	-5.9	24.0	-2.7	-1.7	3.0
Cc1cc(=O)oc(C)c1C(=O)NCc1ccc(F)cc1	6.9	-5.1	0.0	-8.5	-4.9	15.5	-14.6	-6.4	-2.0	-3.2	9.2
Cc1nc2cc(NC(=O)c3ccc(S(=O)(=O)N(C)c4ccccc4)cc3)ccc2o1	2.4	49.5*	-4.7	-7.2	-18.5	15.9	0.3	74.2*	40.3	1.3	13.8
COc1ccc2c(=O)c3c(=O)n(Cc4ccco4)c(-c4ccc(C)cc4)nc3oc2c1	2.1	15.3	3.6	2.7	-30.1	-7.7	-3.2	-5.2	0.8	12.7	-0.6
CCOC(=O)C1CCN(S(=O)(=O)c2cnc[nH]2)CC1	17.7	-7.7	-13.2	-5.7	7.2	-24.5	8.2	0.2	-3.2	-3.8	-1.3
Cc1ccnc(NC(=O)C2(c3cccs3)CCOCC2)c1	-6.8	-6.6	-6.8	20.2	3.7	3.2	-1.2	6.0	0.7	-2.7	-11.3
CCOC(=O)Cc1csc(NC(=O)/C=C/c2ccc(Cl)cc2)n1	-11.0	44.2*	7.2	-14.0	-1.4	-2.1	-8.6	34.8	-3.2	1.3	21.6
O=C(NCCc1ccccn1)c1cccc(S(=O)(=O)N2CCCCCC2)c1	-1.6	-6.6	-0.4	4.2	7.9	-3.5	-3.4	-3.2	-4.6	-2.3	-6.3

Later entries:
SMILES	SRC3 inh	COUP-TFII inh	NOD2 RIPK2 PPI	LRH-1 inv ag	NCOA1 inh	SRC2 inh	TLR9-MyD88 block	TWEAK Fn14 block	Granule exo inh	ABHD5 PLIN5 PPI	TROY signal inh
Cc1cc(NC(=O)CCC(=O)N(c2ccccc2)C(C(=O)NC2CCCC2)c2ccccc2F)no1 (stereo not given)	17.1	-11.9	4.5	-21.2	5.4	17.2	-0.3	20.1	2.3	8.6	15.3
Clc1ccc2nc(C3CCCCC3)c(CC3CCCCC3)n2c1	25.6	-15.3	-1.1	-16.0	12.8	18.7	nt	5.0	6.3	1.1	10.0
O=C(Nc1ccccc1)c1ccc(S(=O)(=O)N2CCCC2)cc1	-3.8	-11.3	-6.9	2.7	6.3	-25.6	3.0	-19.6	0.8	4.5	-77.3
CCOc1ccc(-n2c(Cc3cc(=O)[nH]c(=O)[nH]3)nnc2SCC(N)=O)cc1	-5.6	4.8	-6.1	3.8	-10.5	4.8	3.7	-0.6	-1.6	2.6	-13.5
COc1cccc(-c2cnc(C(O)c3c(C)ccc4ccccc34)[nH]2)c1 (stereo not given)	-1.4	-1.3	10.1	-4.0	-7.5	0.7	nt	16.0	-3.4	-2.3	-16.2
CCCCn1c(CN(C)Cc2ccccc2)nc2c1c(=O)n(C)c(=O)n2C	30.9	40.3*	-4.8	24.8	1.7	-2.5	3.0	24.9	1.4	-5.0	16.2
Clc1ccc(COn2c(-c3ccc(Cl)cc3)nc3ccccc32)cc1	7.0	23.7	2.6	-0.2	7.0	-29.1	-6.7	10.5	-0.2	-3.5	-47.6
O=C1c2ccc(Oc3ccc4c(c3)C(=O)N(CCCO)C4=O)cc2C(=O)N1CCCO	16.1	27.6	-4.7	1.0	-5.2	21.2	-5.0	0.6	-4.5	-1.1	13.2
CCCOc1ccc(/C=C/C(=O)Nc2ccc([N+](=O)[O-])cc2C)cc1	19.5	10.8	-3.0	-0.5	3.5	-3.1	2.6	-9.6	3.2	-5.6	15.2
CCCNS(=O)(=O)/C=C/c1ccccc1	18.9	-12.5	1.6	10.6	8.7	-3.4	9.6	-8.4	0.0	-0.3	-14.8
COc1ccccc1NC(=O)C1CCCN(S(=O)(=O)c2ccc(-n3cnnn3)cc2)C1 (stereo not given)	-15.1	15.4	-10.9	-0.4	9.4	-9.8	1.1	21.6	-7.9	-8.7	3.3
CC1=C(c2ccc(C)cc2)[N+](=O)C(C)(C)N1[O-]	11.0	0.1	1.5	-8.4	-3.6	-7.3	0.3	0.2	-4.6	-4.5	14.0
CC(=O)NS(=O)(=O)c1ccc(N=NN2CCCCCC2)cc1	1.2	5.5	-1.6	0.5	1.0	-13.6	3.6	-3.2	-4.2	2.2	5.8
O=C(Cc1ccccc1)Nc1ccc(NC(=O)c2ccc(Br)cc2)cc1	-4.4	18.7	2.6	-15.8	-7.9	-45.2	-14.6	3.1	-0.2	2.5	-11.0
Cc1cc(NC(=O)CSc2nnc(NC(=O)C3CC(=O)N(c4ccccc4C)C3)s2)no1 (stereo not given)	9.9	-8.3	-2.3	-4.9	-4.2	23.1	-7.2	-6.4	0.6	3.8	4.6
Cc1ccc(Nc2nc3nonc3[nH]c2=O)cc1Cl	12.1	-2.1	-2.0	-5.8	-9.8	-20.8	-15.5	58.9*	6.9	-1.0	41.0
Cc1ccccc1NC(=O)CSc1nnc(C)c2ccccc12	7.5	0.1	4.1	-13.2	-21.2	18.2	-6.6	-4.7	-3.4	1.6	-23.4
CCOC(=O)C1CCN(c2ccc(C(N)=O)cc2[N+](=O)[O-])CC1	-4.8	-1.8	-2.2	15.9	-29.6	2.9	3.9	17.6	-2.4	6.3	18.2
O=Cc1cccn1-c1sc2c(c1C(=O)O)CCCC2	17.6	-5.4	6.4	-3.9	-11.1	-28.1	0.4	-2.1	-4.1	3.1	0.0
Cc1ccc(NCC(=O)N/N=C\c2cccc(O)c2)cc1	-33.5	-3.0	3.9	-0.1	-21.2	12.3	2.6	-2.3	7.4	-7.5	-58.0
COc1cc2c(c(NC(C)=O)c1)N(C(C)=O)CCC2	-2.6	3.3	-0.6	-1.2	-19.6	0.8	-3.8	3.1	3.2	6.0	7.1
Cc1cc(=O)[nH]c(=S)n1-c1ccccc1	10.3	-8.3	-8.3	-13.5	8.4	-29.5	-2.8	10.4	2.1	-0.3	-14.5
O=C(Cn1nnc(-c2ccccc2Cl)n1)Nc1cccc(S(=O)(=O)N2CCCC2)c1	-3.5	2.6	-7.2	-7.8	15.7	9.4	-23.6	15.4	8.5	-4.6	13.3
CC(NC(=O)c1cccs1)c1ccc(Cl)cc1 (stereo not given)	9.6	-11.2	-3.0	31.8	3.5	6.2	-2.8	18.3	-1.3	-1.3	-4.7
O=C(NNC(=O)c1cccc2ccccc12)c1ccc2c(c1)OCO2	-17.2	-29.6	-2.0	-41.0	-55.9	-32.1	6.3	-4.5	6.5	-3.2	-21.3

The final 2 entries of the section before lead into the next.
SMILES	SRC3 inh	COUP-TFII inh	NOD2 RIPK2 PPI	LRH-1 inv ag	NCOA1 inh	SRC2 inh	TLR9-MyD88 block	TWEAK Fn14 block	Granule exo inh	ABHD5 PLIN5 PPI	TROY signal inh
CC(NC(=O)c1cccs1)c1ccc(Cl)cc1 (stereo not given)	9.6	-11.2	-3.0	31.8	3.5	6.2	-2.8	18.3	-1.3	-1.3	-4.7
O=C(NNC(=O)c1cccc2ccccc12)c1ccc2c(c1)OCO2	-17.2	-29.6	-2.0	-41.0	-55.9	-32.1	6.3	-4.5	6.5	-3.2	-21.3
CCCCCc1ccc(CC(=O)O)cc1	-9.1	-5.8	0.0	23.9	5.8	5.1	-9.5	7.5	-2.3	1.7	2.2
CCOC(=O)c1cnc2ccc(OC)cc2c1Nc1ccc(N2CCN(C)CC2)cc1	5.2	5.4	-7.2	24.4	0.9	2.8	4.2	-32.9	45.6	4.1	2.7
Cc1cc(C)cc(OCC(=O)OCC(=O)c2cc(C)n(C3CC3)c2C)c1	16.2	-9.9	-4.9	8.8	-17.4	7.9	-3.8	2.1	-8.3	16.4	-15.4
Cc1cc(Oc2ccc(N)cn2)cc(C)c1Cl	-11.8	38.3*	-10.5	8.7	3.8	14.8	-2.6	21.0	-0.6	1.6	-5.1
Cn1c(CNC(=O)Cc2ccc3c(c2)OCO3)nnc1SCc1ccccc1	7.6	-1.0	-3.3	-4.1	7.8	-12.5	7.6	2.7	-0.4	-1.8	-5.0
COc1cccc2[nH]c3c(N4CCCCC4)ncnc3c12	-26.0	-33.4	10.5	-0.7	-16.7	-29.3	4.0	-52.9	69.4*	3.8	-25.4

Not all compounds are listed, so the mix of outcomes need not match the whole.
